Screening data: PubChem BioAssay, several laboratories
Ins promoter up – insulin promoter activators in MIN6 cells, imaging, high-content screening, mouse beta cells; 190,000 compounds, 0.3% hits; z-score at 5 µM; AID 1625, 2009; MIN6 insulin promoter-GFP reporter; hits give high values;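 active means z-score above 3 at 5 µM with at least 500 cells counted in the well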
Dynein cargo inh – inhibitors of GR-EGFP nuclear translocation, primary screen, dynein cargo transport inhibitor project, imaging, high-content, 3617.4 mouse cells | z-score, hits read low | test concentration mostly 20 µM; stimulated with dexamethasone, 1 µM; hits give low values | 220,000 compounds, 0.47% hits | AID 1381, 2008;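 active means plate z-score of nuclear minus cytoplasmic receptor signal below a set negative limit, without overly bright fluorescence or cell loss, cut at about -3.5 in these data, passing the limit was not always enough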;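 further: z-score of nuclear minus cytoplasmic ring GR-EGFP intensity difference per well; some compounds called inactive have numbers as strong as hits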
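Buffer or medium: tet-free, stripped-serum medium; Also added: dexamethasone, 1.0 µM final; Technique: high-content fluorescence imaging after fixation; Times: 48 h induction, 1 h compound, 30 min dex at 37 °C; Read-out: per-cell GR-EGFP intensity, nucleus versus surrounding cytoplasmic ring, well-averaged.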
Autophagy HCS – autophagy modulators in MEF cells, primary screen, imaging, high-content, MEF GFP-LC3 | MEF GFP-LC3 puncta imaging; test concentration mostly 10 µM | calls only at 10 µM (by protocol) | 190,000 compounds, 0.98% hits;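 active means percentage of spot-positive cells more than 3 SD above its plate mean, without a fluorescence outlier flag or 80% toxicity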;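 further: spot-positive cell cutoff set from DMSO-treated cells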
Yfh1-depleted yeast – enhancers of respiration in Yfh1-depleted yeast, dose response, Friedreich's ataxia, plus single-dose screen (AID 1465) | S. cerevisiae Yfh1-off respiration, WST-1 reduction, 72 h; higher fold induction means a stronger effect | fold induction at 50 µM; hits with a dose series show EC50 in µM | 220,000 compounds, 0.074% hits;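 active means fold induction of absorbance versus untreated yeast above a set limit, then at least 30% activation at any dose in follow-up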;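 further: activators that raise dye reduction in frataxin-depleted yeast; strong numbers were not always called active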
human PMI inhibitors – human PMI inhibitors, high substrate, primary screen, biochemical, fluorescence intensity, high mannose 6-phosphate (AID 1220) | Mannose-6-phosphate isomerase (Homo sapiens) | recombinant PMI enzyme, coupled fluorescence intensity; higher % means a stronger effect | inhibition, % at 20 µM, or IC50 in µM where a hit was titrated | 190,000 compounds, 0.66% hits
b-catenin transl – modulators of beta-catenin nuclear translocation, primary screen, imaging, HeLa cells, immunofluorescence, high-content; nuclear translocation activity, % at 5 µM; 190,000 compounds, 0.3% hits; AID 1665, 2009;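 active means nuclear translocation activity above 50% at 5 µM, with a well cell count of 50 or more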;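 further: per-cell ratio of nuclear to cytoplasmic median beta-catenin stain intensity; plate controls were DMSO negative control for no effect and GSK-3 inhibitor IX positive control for full effect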
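test system = HeLa cells, endogenous beta-catenin | dosing = single 5 µM dose plus 0.02–20 µM confirmation series | times = compound treatment 24 h, 37°C, 5% CO2 | technique = beta-catenin immunofluorescence imaging with DAPI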
WT yeast gro inh – growth inhibition of WT strain, primary screen, mitochondrial fusion inhibitor project, WT and mutant strains, chemical genetic | mitochondrial fusion phenotypic screen | inhibition, % at 10 µM | 190,000 compounds, 2.1% hits; in the data active means inhibition above about 58%; tested in S. cerevisiae
MT stabilizer – microtubule stabilizers in HeLa cells, primary screen, imaging, high-content imaging; HeLa tubulin immunostaining HCS, 24 h; share of cells brighter than vehicle mean+2SD; % tubulin-high responders, % at 10 µM; 200,000 compounds, 0.83% hits; AID 2205, 2009;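 active means plate Z-score above 3 for both tubulin-high and condensed-nucleus cell shares, with cell loss under 80%, at 10 µM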;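 further: anti alpha tubulin signal scored within the nucleus-defined area of each cell; some results filed as inactive read as strong as hits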
PMI inhibitors – inhibitors of human PMI, primary screen, biochemical, fluorescence intensity, coupled assay (AID 1209); Mannose-6-phosphate isomerase (Homo sapiens); purified PMI enzyme, coupled fluorescence intensity; higher % means a stronger effect; inhibition, % at 20 µM; hits with a dose series show IC50 in µM; 190,000 compounds, 0.42% hits;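 further: plate controls were DMSO vehicle for no effect and wells lacking substrate for full effect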
WT yeast gro inh mutant strain – second read-out of WT yeast gro inh, no call of its own (marks repeat the call); inhibition, %; mitochondrial fusion phenotypic screen, mutant strain inhibition
Dynein cargo inh cytoplasmic EGFP – further read-out of Dynein cargo inh, marked with its call; z-score; measured here: cytoplasmic GR-EGFP intensity; hits give high values
Dynein cargo inh nuclear GR-EGFP – recorded beside Dynein cargo inh, whose call it bears; z-score; measured here: nuclear GR-EGFP intensity;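 lower value marks the stronger effect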
Dynein cargo inh cell count – further read-out of Dynein cargo inh, marked with its call; z-score; measured here: cell count per field
Ins promoter up cell count – further read-out of Ins promoter up, marked with its call; cell count; measured here: cytotoxicity, nuclei count;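 total cells summed across four imaged fields per well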
b-catenin transl cell count 5 µM – second read-out of b-catenin transl, no call of its own (marks repeat the call); cell count; measured here: cell count, cytotoxicity flag
MT stabilizer Hoechst-high % – also measured in MT stabilizer; calls as there; % Hoechst-high responders; measured here: nuclear condensation Hoechst responders;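 share of cells brighter than vehicle mean plus two SD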
MT stabilizer cytotoxicity % – recorded beside MT stabilizer, whose call it bears; toxicity, %; measured here: cytotoxicity by cell density;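 0% = mean cell density of plate MIN control wells and 100% = no cells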
Autophagy HCS cell loss 18 h – also measured in Autophagy HCS; calls as there; toxicity, %; measured here: cell loss, nuclei count;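 cell loss after 18 h compound exposure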
The depositor's hits bear a star; i = inactive; · = no result given. Unless noted, no stated cut-off is given here; in the data, active means inhibition above about 50%; inactive means the rest.

Molecule | Dynein cargo inh cytoplasmic EGFP | MT stabilizer | MT stabilizer cytotoxicity % | WT yeast gro inh mutant strain | Ins promoter up | Autophagy HCS | Ins promoter up cell count | WT yeast gro inh | PMI inhibitors | b-catenin transl cell count 5 µM | human PMI inhibitors | MT stabilizer Hoechst-high % | Yfh1-depleted yeast | b-catenin transl | Dynein cargo inh | Dynein cargo inh cell count | Autophagy HCS cell loss 18 h | Dynein cargo inh nuclear GR-EGFP
NC(=O)C1CCN(C(=O)c2cc3n(n2)C(C(F)(F)F)CC(c2ccco2)N3)CC1 (stereo unspecified) | -0.25 | 5.3 | 8.4 | 0 | 1.2 | · | 1870 | 11 | 7% | 1049 | 0% | 1.7 | i | -2.4 | -0.14 | 0.33 | · | 0.19
CCOC(=O)Cn1c(=NC(=O)c2sc3ccccc3c2Cl)sc2cc(S(N)(=O)=O)ccc21 | -0.24 | 4.9 | 5.6 | -20 | -0.07 | i | 1357 | -8 | 20% | 977 | 4% | 1.9 | i | 0.2 | 0.17 | 0.22 | 0 | -0.1
Cc1cc(C)nc(N2CCCC(C(=O)Nc3ccc4nc(C)c(C)nc4c3)C2)n1 (stereo unspecified) | -0.21 | 4.7 | 7.1 | 14 | -0.33 | i | 1097 | 12 | 3% | 985 | 4% | 3.0 | i | -2.6 | 0.87 | -0.51 | -4 | 0.44
Cc1ccc(S(=O)(=O)N2CCOCC2)cc1C(=O)NC1CCCCC1 | -0.16 | 6.3 | 0.7 | 4 | -0.77 | i | 1488 | 1 | -9% | 736 | -5% | 2.3 | i | -1.3 | 0.82 | 0.53 | 5 | 0.87
Cc1cnc(NC(=O)COc2ccccc2)s1 | -0.21 | 2.7 | 4.4 | 9 | · | i | · | -7 | 12% | 1144 | 13% | 1.7 | i | 2.5 | -0.22 | 0.066 | -3 | 0.12
Cc1ccc(Nc2nc(=O)c3cccnc3s2)cc1 | -0.23 | 3.3 | 13 | -21 | -0.44 | i | 1278 | -3 | 2% | 1194 | 0% | 2.8 | i | -3.3 | -0.54 | 0.34 | 4 | 0.37
O=C(Cc1cccs1)N1CCC(c2nc3c(nnn3Cc3ccccc3Cl)c(=O)[nH]2)CC1 | -0.3 | 2.7 | 3.9 | 4 | -0.83 | i | 1504 | -5 | -1% | 1371 | 0% | 1.8 | i | -0.9 | -0.26 | 0.52 | 14 | 0.079
CC1CN(c2ccc([N+](=O)[O-])cc2C(=O)N2CCOCC2)CC(C)N1 (stereo unspecified) | -0.26 | 1.9 | 0.2 | -2 | 2.5 | i | 1445 | 5 | 10% | 1062 | 5% | 1.8 | i | 0.2 | -0.22 | 0.67 | 4 | -0.035
O=C(O)CC(c1cccc2ccccc12)N1Cc2ccccc2C1=O (stereo unspecified) | 0.081 | 3.8 | 7.6 | 2 | -0.45 | i | 1600 | 3 | -1% | 936 | 2% | 1.6 | i | 1.8 | 0.33 | -0.15 | 13 | 0.23
Cc1nn(C)cc1C1Nc2ccccc2C(=O)N1O (stereo unspecified) | -0.23 | 3.2 | 0.1 | -4 | · | i | · | -20 | -79% | 1116 | -122% | 1.7 | i | -1.3 | 0.081 | 0.49 | 0 | 0.031
Cc1ccnc(NS(=O)(=O)c2ccc(NC(=O)c3ccc(C)o3)cc2)n1 | -0.26 | 3.9 | 3.4 | 8 | · | i | · | 4 | -8% | 1138 | -7% | 2.6 | i | -1.3 | -0.6 | 0.39 | 4 | -0.36
COCC(=O)Nc1nc2ccccc2s1 | 0.41 | 3.5 | 11 | 8 | 0.56 | i | 1294 | -20 | 0% | 1220 | -9% | 2.0 | i | -0.4 | -0.84 | 0.52 | -12 | -0.067
Cc1nc2ccccc2c(=O)n1/N=C/c1ccc(O)cc1 | 0.52 | 1.8 | 2.8 | 26 | 0.28 | i | 1346 | -12 | -8% | 1183 | -7% | 1.5 | i | -3.0 | -0.17 | 0.21 | -14 | 0.19
Cc1ccc(CN(C)CC(=O)Nc2ccc3c(c2)CCC3)cc1 | -0.12 | 6.1 | 6.4 | 14 | 0.23 | i | 1661 | 17 | 9% | 1121 | 16% | 0.9 | i | -2.2 | 2.9 | -2.2 | -10 | 2.1
CC(C)C(C)NC(=O)COC(=O)/C=C/c1ccc(S(=O)(=O)N2CCc3ccccc32)cc1 (stereo unspecified) | 0.045 | 1.8 | 1.2 | 0 | · | i | · | 8 | -11% | 1116 | -14% | 1.3 | i | -2.9 | -0.68 | 0.058 | -5 | 0.12
CCC(=O)N1C(C(=O)NCc2ccc(OC)cc2)CSC1c1ccc(OC)cc1 (stereo unspecified) | -0.12 | 3.6 | 1.5 | 5 | 1.2 | i | 966 | 11 | 4% | · | 1% | 3.5 | i | · | -0.024 | -0.53 | 0 | 0.18
O=C(c1ccccc1)N1CCN(C2CC(=O)N(CCc3ccccc3)C2=O)CC1 (stereo unspecified) | -0.19 | 5.0 | 6.5 | 7 | 0.53 | i | 946 | 12 | -10% | 735 | -15% | 2.4 | i | -0.1 | -0.85 | 1.4 | 2 | -0.2
CC(C)n1c(C(O)c2ccc3c(c2)OCO3)nc2ccccc21 (stereo unspecified) | -0.23 | 4.4 | 5.3 | 3 | 0.25 | i | 1170 | 3 | 4% | 824 | -4% | 1.7 | i | -1.0 | 0.68 | 0.78 | 2 | 0.56
CS(=O)(=O)NCc1nnc(SCc2ccc(C(F)(F)F)cc2)o1 | -0.82 | · | · | · | 0.11 | · | 1061 | · | · | 1333 | · | · | i | 0.2 | -1.6 | 0.91 | · | -0.69
O=C(CSc1nnc(-c2cnccn2)n1Cc1ccco1)Nc1ccc(Br)cc1 | -0.27 | 5.2 | 3.8 | 11 | -0.99 | i | 1108 | 7 | 14% | 1282 | 3% | 2.5 | i | -5.5 | -0.12 | 0.24 | 4 | 0.038
Cc1sccc1/C=N/NC(=O)c1cccc2ccccc12 | -0.29 | 2.9 | 4.8 | -9 | 0.19 | i | 1434 | 1 | -6% | · | -4% | 2.2 | i | · | -0.65 | 0.74 | -12 | -0.59
Cc1cc(S(=O)(=O)Nc2c(C(=O)O)[nH]c3ccccc23)ccc1F | -0.35 | 3.3 | 12 | 14 | 1.1 | i | 1019 | -15 | 1% | 823 | 9% | 2.7 | i | -3.8 | -0.15 | -0.069 | 2 | 0.23
O=C(NCC1CCCO1)C(c1cccnc1)N(C(=O)Cc1cccs1)c1ccccc1 (stereo unspecified) | -0.083 | 3.2 | 4.2 | 1 | · | i | · | 0 | -3% | · | -1% | 2.6 | i | · | -0.19 | -0.0076 | -13 | 0.12
CCOc1ccc(NC(=O)C2=C(C)NC(=S)NC2c2ccc(O)c(OC)c2)cc1 (stereo unspecified) | -0.22 | 6.1 | 6.3 | -5 | 0.04 | i | 1191 | -4 | -4% | 525 | 0% | 3.2 | i | 0.2 | 0.64 | -1 | -4 | 0.51
COc1cc(OC)cc(C(=O)O/N=C(\N)c2ccncc2)c1 | 0.32 | 3.1 | 12 | -2 | 1.5 | i | 1358 | 6 | 3% | 578 | 1% | 4.3 | i | 2.1 | -0.5 | 0.44 | -1 | -0.49
O=C(COC(=O)/C=C/c1ccccc1[N+](=O)[O-])NCC1CCCO1 (stereo unspecified) | -0.3 | 7.5 | 9.2 | 5 | -0.15 | i | 1300 | -3 | -3% | 1019 | 2% | 1.0 | i | 0.3 | 0.3 | -0.098 | 39 | -0.18
O=C(NCc1ccc(F)cc1)C(C(=O)NCc1ccc(F)cc1)c1ncc(C(F)(F)F)cc1Cl | -0.31 | 4.5 | 14 | 2 | -0.31 | i | 1650 | 3 | -6% | 1010 | -5% | 2.0 | i | -1.2 | 0.075 | 0.055 | 16 | 0.07
Cc1ccc(-n2c(SCC(N)=O)nnc2-c2cccnc2)c(C)c1 | -0.2 | 1.9 | 4.0 | · | 0.91 | i | 1275 | · | -9% | 1243 | -3% | 1.7 | i | -3.2 | -0.013 | 0.53 | -7 | 0.14

Single records (already shown).
Cc1ccnc(NS(=O)(=O)c2ccc(NC(=O)c3ccc(C)o3)cc2)n1 is listed with Dynein cargo inh cytoplasmic EGFP = -0.26; MT stabilizer = 3.9; MT stabilizer cytotoxicity % = 3.4; WT yeast gro inh mutant strain = 8; Ins promoter up = ·; Autophagy HCS = i; Ins promoter up cell count = ·; WT yeast gro inh = 4; PMI inhibitors = -8%; b-catenin transl cell count 5 µM = 1138; human PMI inhibitors = -7%; MT stabilizer Hoechst-high % = 2.6; Yfh1-depleted yeast = i; b-catenin transl = -1.3; Dynein cargo inh = -0.6; Dynein cargo inh cell count = 0.39; Autophagy HCS cell loss 18 h = 4; Dynein cargo inh nuclear GR-EGFP = -0.36
CC1CN(c2ccc([N+](=O)[O-])cc2C(=O)N2CCOCC2)CC(C)N1 (stereo unspecified) is listed with Dynein cargo inh cytoplasmic EGFP = -0.26; MT stabilizer = 1.9; MT stabilizer cytotoxicity % = 0.2; WT yeast gro inh mutant strain = -2; Ins promoter up = 2.5; Autophagy HCS = i; Ins promoter up cell count = 1445; WT yeast gro inh = 5; PMI inhibitors = 10%; b-catenin transl cell count 5 µM = 1062; human PMI inhibitors = 5%; MT stabilizer Hoechst-high % = 1.8; Yfh1-depleted yeast = i; b-catenin transl = 0.2; Dynein cargo inh = -0.22; Dynein cargo inh cell count = 0.67; Autophagy HCS cell loss 18 h = 4; Dynein cargo inh nuclear GR-EGFP = -0.035

Not a hit list; about 5% have a hit in one of these screens.
